Source: PubChem BioAssay (several laboratories)
eLon inh: inhibitors of E. coli Lon protease; inhibition, % at 7.94 µM; 360,000 compounds, 0.42% hits; purified E. coli Lon protease, fluorescence polarization; AID 602123; P0A9M0; in the data active = inhibition above about 13%, passing the limit was not always enough;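 note: 0% = enzyme with probe and DMSO and 100% = no enzyme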
Neddyl block: inhibitors of human cullin neddylation | 360,000 compounds, 0.58% hits | calls only at 25 µM | P61081+Q13564 | TR-FRET cullin neddylation, biochemical; in the data active = inhibition above about 36%
TbMetRS inhib: Trypanosoma brucei MetRS inhibition. purified T. brucei MetRS, ATP depletion, Kinase-Glo luminescence. inhibition, % at 11.9 µM. 360,000 compounds, 0.4% hits. AID 624268;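 active = inhibition above a per-plate cutoff of the control wells' mean inhibition plus 3 SD, cut at about 5.5% in these data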;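 note: 0% = DMSO wells median and 100% = median of wells with control inhibitor compound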
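Measured by: Kinase-Glo luciferase luminescence reporting remaining unconsumed ATP. Material: purified T. brucei MetRS enzyme. Doses: 11.9 µM compound single dose, 0.9% DMSO. Medium: HEPES buffer containing pyrophosphatase, BSA, spermine, DTT. Times: 15 min preincubation, 2 h reaction, all 25 °C. Reagent: methionine, ATP and bulk E. coli tRNA.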
FAS TE block: blocks the thioesterase domain of human fatty acid synthase; P49327; recombinant FAS-TE, OMFH fluorogenic substrate, fluorescence endpoint; inhibition, % at 15 µM; 360,000 compounds, 0.67% hits;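 active = compounds whose normalised, plate-corrected inhibition of enzyme fluorescence in the single-dose primary screen is 50% or more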;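 note: 0% = DMSO with enzyme and 100% = substrate without enzyme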
MsrA act: activates bovine MsrA enzyme; 360,000 compounds, 0.3% hits; purified bovine MsrA, absorbance read-out; activation, % at 10.6 µM; in the data active = activation above about 7.5%;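 note: 0% = vehicle and 100% = reference activator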
PABP1 MLLE inh: blocks PAM2 peptide binding to the PABP1 MLLE domain; P11940; GST-MLLE / FITC-PAM2 fluorescence polarization; inhibition, % at 20 µM; 360,000 compounds, 0.36% hits; AID 588489; in the data active = inhibition above about 35%, passing the limit was not always enough;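 note: plate controls were DMSO wells with GST-MLLE for no effect and wells lacking GST-MLLE protein for full effect; some results filed as inactive read as strong as hits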
Target sequence (P11940 whole entry, looked up, the tested form may be a part): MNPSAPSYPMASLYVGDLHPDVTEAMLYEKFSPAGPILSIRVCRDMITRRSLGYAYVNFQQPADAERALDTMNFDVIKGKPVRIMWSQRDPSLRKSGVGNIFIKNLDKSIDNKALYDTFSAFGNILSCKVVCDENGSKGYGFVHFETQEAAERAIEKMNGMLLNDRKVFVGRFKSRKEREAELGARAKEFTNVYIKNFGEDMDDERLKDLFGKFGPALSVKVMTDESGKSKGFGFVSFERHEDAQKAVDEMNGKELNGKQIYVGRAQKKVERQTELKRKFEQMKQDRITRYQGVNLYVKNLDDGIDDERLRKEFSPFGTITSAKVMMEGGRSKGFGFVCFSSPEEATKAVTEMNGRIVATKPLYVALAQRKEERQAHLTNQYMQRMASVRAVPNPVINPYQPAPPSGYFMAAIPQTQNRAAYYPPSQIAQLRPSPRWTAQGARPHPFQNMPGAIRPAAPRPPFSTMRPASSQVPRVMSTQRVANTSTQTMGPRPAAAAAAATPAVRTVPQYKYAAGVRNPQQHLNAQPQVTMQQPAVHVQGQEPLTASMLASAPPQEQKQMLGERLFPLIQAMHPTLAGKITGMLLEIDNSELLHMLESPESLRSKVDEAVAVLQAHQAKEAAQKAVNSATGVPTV
Rin1 Abl inh: inhibitors of human Rin1-Abl protein interaction; TR-FRET Rin1/Abl binding, biochemical; inhibition, % at 7.35 µM; 360,000 compounds, 0.4% hits; AID 588664; in the data active = inhibition above about 5%, passing the limit was not always enough
CSN inh: CSN deneddylation inhibition; Q92905; Purified CSN, SCF-Nedd8-OG deneddylation, fluorescence polarization; inhibition, % at 12.5 µM; 360,000 compounds, 0.38% hits; AID 651999;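 active = pattern-corrected inhibition above about 35%, with an unprinted fluorescence ratio check between 0.5 and 1.5, limit read from the data, passing the limit was not always enough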;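 note: 0% = enzyme with substrate and 100% = substrate without enzyme; some results filed as inactive read as strong as hits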
Target sequence (Q92905 whole entry, looked up, one chain of several): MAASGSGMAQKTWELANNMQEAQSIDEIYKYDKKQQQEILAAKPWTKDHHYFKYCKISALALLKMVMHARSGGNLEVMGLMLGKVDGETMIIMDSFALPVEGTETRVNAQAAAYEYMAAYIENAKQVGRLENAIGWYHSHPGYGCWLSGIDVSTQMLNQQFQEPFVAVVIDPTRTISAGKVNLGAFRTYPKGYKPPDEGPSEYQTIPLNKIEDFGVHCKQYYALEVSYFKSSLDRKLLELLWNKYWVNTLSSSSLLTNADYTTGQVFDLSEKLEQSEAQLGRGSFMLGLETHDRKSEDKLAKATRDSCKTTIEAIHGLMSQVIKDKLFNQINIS
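Assay system: purified human Csn5 enzyme expressed in HEK293T cells; Input: 0.24 nM Csn5 enzyme, final concentration; Reagent: 10 nM SCFSkp2-Nedd8OG; Compound dosing: 12.5 µM single point; Times: reaction 90 min, room temperature; Technique: fluorescence polarization readout.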
MsrA inh: bovine MsrA inhibition | purified bovine MsrA, absorbance read-out | inhibition, % at 15.5 µM | 360,000 compounds, 0.75% hits | AID 651718; in the data active = inhibition above about 4.5%;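 note: 0% = vehicle wells with enzyme and 100% = reference inhibitor wells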
* = called active by the depositor; i = inactive; x = no result given; + = active, no number.

1. CCCc1cc(=O)[nH]c(SCc2cccc(C)c2)n1
2. Cc1ccc(C(=O)NCc2ccc(F)cc2)cc1NC1=NC2CS(=O)(=O)CC2S1 (centres undefined)
3. COc1ccc(OC(C)C(=O)N(C)Cc2nc(-c3cccc(C)c3)no2)cc1 (centres undefined)
4. Cc1[nH]n(-c2ccccc2)c(=O)c1/C=N/Nc1nncc(-c2ccccc2)n1
5. CC(NC(=O)COc1ccccc1-c1ccccc1)c1ccccc1 (centres undefined)
6. COc1cc(C(=O)OCC(=O)NCc2ccccc2)cc(NC(=O)c2ccco2)c1OC

compound no.,1,2,3,4,5,6
eLon inh,13,-3,3,-4,-3,-8
Neddyl block,i,i,i,i,i,i
TbMetRS inhib,0.3,0.4,-0.6,-0.3,-0.4,-1.3
FAS TE block,-5,-6,0,5,36,-13
MsrA act,-2,-1,-2,-4,2,-12
PABP1 MLLE inh,20,-80,-11,-15,-7,-16
Rin1 Abl inh,-3,-1,0,-4,2,-3
CSN inh,3,0,-1,0,0,7
MsrA inh,-1.1,0.3,-1.6,3.4,1.2,-1.0

Taken from the listing, 2 compounds:
1. CCCc1cc(=O)[nH]c(SCc2cccc(C)c2)n1
2. Cc1ccc(C(=O)NCc2ccc(F)cc2)cc1NC1=NC2CS(=O)(=O)CC2S1 (centres undefined)

compound no.,1,2
eLon inh,13,-3
Neddyl block,i,i
TbMetRS inhib,0.3,0.4
FAS TE block,-5,-6
MsrA act,-2,-1
PABP1 MLLE inh,20,-80
Rin1 Abl inh,-3,-1
CSN inh,3,0
MsrA inh,-1.1,0.3

New compounds follow:
7. COc1ccc(CN2C3CCCC2CC(NC(=O)Nc2cccc(C)c2)C3)cc1 (centres undefined)
8. CCOC(=O)[C@]12CCC=C1N(Cc1ccco1)C(=O)[C@H](CC(=O)NCc1ccc(C)o1)C2
9. Cc1c(C)n(C(=O)CN2CCN(c3ccccn3)CC2)c2ccccc12
10. Cc1ccc(-c2ccc(/C=N/O)o2)cc1[N+](=O)[O-]
11. Cc1cccc(C)c1OCCCCN1CCCCC1
12. CCOC(=O)N1CCN(C(=O)CN(c2ccccc2)S(C)(=O)=O)CC1

compound no.,7,8,9,10,11,12
eLon inh,-6,1,-3,-4,-20,10
Neddyl block,i,i,i,i,i,i
TbMetRS inhib,0.5,-0.4,-1.4,-0.4,-1.6,0.2
FAS TE block,-2,-12,3,-1,-8,-4
MsrA act,-2,2,-4,-5,-9,-1
PABP1 MLLE inh,-6,x,5,-6,10,10
Rin1 Abl inh,0,x,-3,-3,-3,0
CSN inh,0,1,-2,-6,5,-11
MsrA inh,0.3,-0.3,-0.1,1.8,0.9,-0.2

13. CC(C)c1onc(C(=O)Nc2sc3c(c2C#N)CCC3)c1[N+](=O)[O-]
14. O=C(NCCCn1ccnc1)/C(=C/c1ccc(F)cc1)NC(=O)c1ccccc1
15. Cc1cc(NN)nc2ccc(Cl)cc12
16. C=C(C)CCC(C)N1CCC(n2nccc2NC(=O)CCOc2ccccc2)CC1 (centres undefined)
17. Cc1ccc(-n2c(SCC(=O)N3CCOCC3)nnc2-c2ccncc2)cc1C
18. COCCCNC(=O)CSc1ccsc1[N+](=O)[O-]

compound no.,13,14,15,16,17,18
eLon inh,2,0,-11,-8,-4,-1
Neddyl block,i,i,i,i,i,i
TbMetRS inhib,-0.3,-0.5,-1.0,-0.1,-0.6,-1.0
FAS TE block,2,-5,-2,-6,-5,-9
MsrA act,-5,-2,-7,-5,-6,-12
PABP1 MLLE inh,22,2,-36,0,-3,14
Rin1 Abl inh,1,2,-1,0,2,2
CSN inh,-3,0,0,5,2,1
MsrA inh,2.3,1.2,0.3,0.4,-0.2,0.2

19. OCCC#Cc1ccc(CN2CCN(C3CCCCC3)C(CCO)C2)cc1 (centres undefined)
20. CCCCN(C(=O)c1cc(CC)c(C)s1)c1c(N)n(CCC)c(=O)[nH]c1=O
21. Cc1ccc(C(C)C)c(OCCN)c1
22. COc1cc(OC)cc(C(=O)NNC(=S)NC2CC2)c1
23. CCN(CC)CCNc1nc2cc(OC)c(OC)cc2c2nc(-c3ccccc3)nn12
24. CN1CCN(c2ccc(CNS(=O)(=O)c3ccc(F)cc3Cl)cc2)CC1

compound no.,19,20,21,22,23,24
eLon inh,-3,2,0,-3,-6,4
Neddyl block,i,i,i,i,x,i
TbMetRS inhib,-1.0,-0.3,-0.8,0.5,-1.9,-0.1
FAS TE block,-5,-1,-7,-8,-2,-3
MsrA act,-10,0,-6,-2,-7,-7
PABP1 MLLE inh,-8,4,8,-9,4,4
Rin1 Abl inh,3,0,5,5,2,0
CSN inh,-2,-4,2,0,2,-3
MsrA inh,1.4,-0.5,-0.4,-0.2,0.1,0.6

25. CCOC(=O)c1ccc(NC(=O)CCNS(=O)(=O)c2ccc3c(c2)oc(=O)n3C)cc1
26. Cc1ccc(NC(=O)CN(C)C(=O)c2ccccc2Sc2ccccc2C#N)cc1
27. N#CC(NC(=O)OCc1ccccc1)c1ccccc1 (centres undefined)
28. O=C(Cn1cc(/C=N/NC(=O)c2cccc(C(F)(F)F)c2)c2ccccc21)Nc1ccc(F)cc1
29. Brc1ccc2c(c1)C(c1ccc(N3CCOCC3)cc1)=NNC(c1cccs1)=N2
30. CC1(C(=O)NCc2ccccc2)CCC(=O)N1CCCn1ccnc1 (centres undefined)

compound no.,25,26,27,28,29,30
eLon inh,-8,3,7,-6,-3,-1
Neddyl block,i,i,i,+,i,i
TbMetRS inhib,-0.8,-0.2,0.0,0.3,-0.1,-0.7
FAS TE block,-4,6,-5,15,2,-11
MsrA act,-3,-3,1,-2,-1,-4
PABP1 MLLE inh,-17,25,-7,2,-83,4
Rin1 Abl inh,1,0,2,-2,-2,7
CSN inh,2,-1,-5,1,14,-3
MsrA inh,-1.1,-0.8,-0.4,-0.5,2.9,-0.4

31. COc1ccc(-c2nc(CSCC(=O)N3CCc4ccccc43)c(C)o2)cc1OC
32. NC1=NC[C@H](Cc2ccc(O)cc2)N1CC1CCCCC1
33. Cc1ccc(C)c(NC(=O)COC(=O)CCCN=C2NS(=O)(=O)c3ccccc32)c1
34. CC(=O)c1ccc(N2CCN(C(=O)c3cc(-c4ccncc4)nc4ccc(Br)cc34)CC2)cc1
35. Oc1ccc(/C=N/N2CCN(Cc3ccccc3)CC2)cc1
36. Cc1ccc(OS(=O)(=O)c2c(C)nn(C)c2Cl)c(C)c1

compound no.,31,32,33,34,35,36
eLon inh,2,-7,-7,2,-5,16
Neddyl block,i,i,i,i,i,i
TbMetRS inhib,-0.5,-0.4,-0.2,-0.3,-0.7,-0.2
FAS TE block,0,-17,-11,13,-3,9
MsrA act,2,-4,-3,-2,-2,-3
PABP1 MLLE inh,12,2,-13,-6,5,1
Rin1 Abl inh,2,2,-4,-6,-4,4
CSN inh,0,-2,5,1,-7,0
MsrA inh,-0.1,-0.2,0.0,0.1,1.3,1.7

37. Cc1ccc(NS(=O)(=O)c2cccc3cccnc23)cc1Cl
38. COc1ccc(CNC(=O)C(C)N=C2NS(=O)(=O)c3ccccc32)cc1OC (centres undefined)
39. O=C(CSc1ncnc2c(-c3ccc(Cl)cc3)nsc12)c1ccccc1
40. N#CC(C#N)=C1C(=O)N(CCN2CCCCC2)c2ccccc21
41. COc1ccc(OC)c(-c2nn(-c3ccccc3)cc2C(=O)NCC2CCCO2)c1 (centres undefined)
42. COCC1CCCN(Cc2cn(-c3ccccc3F)nc2-c2cc(C)sc2C)C1 (centres undefined)

compound no.,37,38,39,40,41,42
eLon inh,9,4,4,-5,-9,-1
Neddyl block,i,i,i,i,i,i
TbMetRS inhib,-1.6,-0.5,-0.1,0.9,0.1,-0.1
FAS TE block,15,-7,20,0,-3,11
MsrA act,-9,-2,-1,1,-4,-3
PABP1 MLLE inh,1,-4,7,-14,-1,-9
Rin1 Abl inh,-1,-3,0,0,0,-3
CSN inh,-4,-2,9,5,1,-4
MsrA inh,0.2,0.1,1.5,1.7,-0.4,-0.4

43. COc1ccc(CCNC(=O)CCn2c(SCC(=O)N3CCCC3)nc3ccccc3c2=O)cc1OC
44. N#CCC(=O)Nc1ccc(C(=O)OCC(=O)Nc2cccc3ccccc23)cc1
45. CCS(=O)(=O)N1CCC(c2nc(-c3ccc(C)cc3)no2)CC1
46. O=C(Nc1cccc2ccccc12)NC(Cc1ccccc1)C(=O)O (centres undefined)
47. CCC(C)N=C1Sc2nc3ccc(C)cc3cc2CN1CCOC (centres undefined)
48. COc1cccc(NC(=O)CN(C)C(=O)c2oc3c(ccc4ccccc43)c2C)c1

compound no.,43,44,45,46,47,48
eLon inh,-11,-12,-4,-3,-10,0
Neddyl block,i,i,i,i,i,i
TbMetRS inhib,-0.5,-0.6,-0.6,-0.7,-0.5,-0.2
FAS TE block,-6,-8,5,-9,0,20
MsrA act,-3,-12,3,-7,-2,-5
PABP1 MLLE inh,-20,-15,-1,-16,27,9
Rin1 Abl inh,2,-2,1,1,1,0
CSN inh,-3,-3,-1,-2,-1,2
MsrA inh,-0.6,0.2,2.2,0.0,0.3,3.4

49. COc1ccc(N=C2C(=O)Nc3ccc(C)c(Br)c32)cc1
50. COc1cccc(CNC(=O)C(Cc2ccccc2)n2cccc2)c1 (centres undefined)
51. Cc1nc(N)c(C#N)c(-c2ccc3c(c2)OCO3)c1C
52. COC(=O)C1=C(C)N(Cc2cccnc2)C(=O)C1
53. Cc1cc(C(=O)OCC(=O)Nc2cc(S(=O)(=O)N3CCOCC3)ccc2Cl)c(C)o1
54. COc1cccc2sc(=NC(=O)CCS(=O)(=O)c3ccc(C)cc3)n(C)c12

compound no.,49,50,51,52,53,54
eLon inh,-6,-13,-7,0,-3,-3
Neddyl block,i,i,i,i,i,i
TbMetRS inhib,0.0,-0.2,-0.1,1.1,-1.7,-0.4
FAS TE block,-1,4,14,-9,3,10
MsrA act,-4,-2,-3,-7,-6,-7
PABP1 MLLE inh,-1,-15,-5,0,4,-13
Rin1 Abl inh,-7,-1,1,-3,2,3
CSN inh,4,0,5,0,0,-2
MsrA inh,-0.5,-0.1,2.1,-1.4,-1.7,-0.7

One compound at a time (already shown):
Results for C=C(C)CCC(C)N1CCC(n2nccc2NC(=O)CCOc2ccccc2)CC1 (centres undefined) = eLon inh = -8; Neddyl block = i; TbMetRS inhib = -0.1; FAS TE block = -6; MsrA act = -5; PABP1 MLLE inh = 0; Rin1 Abl inh = 0; CSN inh = 5; MsrA inh = 0.4
Results for COc1ccc(CN2C3CCCC2CC(NC(=O)Nc2cccc(C)c2)C3)cc1 (centres undefined) = eLon inh = -6; Neddyl block = i; TbMetRS inhib = 0.5; FAS TE block = -2; MsrA act = -2; PABP1 MLLE inh = -6; Rin1 Abl inh = 0; CSN inh = 0; MsrA inh = 0.3
Results for COC(=O)C1=C(C)N(Cc2cccnc2)C(=O)C1 = eLon inh = 0; Neddyl block = i; TbMetRS inhib = 1.1; FAS TE block = -9; MsrA act = -7; PABP1 MLLE inh = 0; Rin1 Abl inh = -3; CSN inh = 0; MsrA inh = -1.4
